VLA-4 inh: inhibition in a human VLA-4 binding assay; P13612; VLA-4 expressing cells, ligand binding flow cytometry; inhibition, % (about 7 µM as worked out from the volumes in the protocol); 330,000 tested, 0.2% active; in the data active means inhibition above about 50%
CTSL1 counter: counter-screen for PFM18AAP inhibitors: inhibitors of F. hepatica cathepsin L1; recombinant F. hepatica cathepsin L1, Z-Leu-Arg-MCA fluorescence; inhibition, % at 5.96 µM; 300,000 tested, 0.49% active;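 active means inhibition above the mean of all tested compounds plus 3 SD, set per screening campaign, cut at about 17% in these data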;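 further: 0% = plate median of test compound wells and 100% = 1 µM Z-Phe-Ala-diazomethylketone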
GRK2 inh: inhibitors of human GRK2 displacing RNA aptamer | inhibition of aptamer binding, % at 10 µM | bead flow cytometry, FAM-aptamer displacement from GRK2 | 330,000 tested, 0.59% active | P25098;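 active means inhibition of aptamer binding above 40%, roughly 3 SD of noise, on plates passing a quality check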;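 further: median bead fluorescence of bound FAM aptamer so fluorescent compounds give negative values; no value below 0 was filed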
HCV core dimer: HCV core protein dimerization inhibition; TR-FRET GST/Flag-core106 dimerization, 1536-well; inhibition, % at 5 µM; 300,000 tested, 0.33% active;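 active means inhibition above the mean of all tested compounds plus 3 SD, set per screening campaign, cut at about 45% in these data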
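Assay system – GST-tagged and Flag-tagged HCV core protein residues 1-106 · Quantity – core106 proteins, GST 13.5 nM and Flag 17 nM · Benchmarks – unlabelled core106 and no-GST-core106 wells · Read-out basis – percent inhibition of core106 dimerization signal · Detection – time-resolved FRET, ex 340 nm, em 617 and 671 nm · Schedule – 4 h at 22.5 °C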
PP5 inh: inhibitors of human protein phosphatase 5 (PP5) | 320,000 tested, 0.18% active | inhibition, % at 6.7 µM | AID 1987 | purified PP5c, OMFP substrate fluorescence | P53041;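 active means inhibition above the campaign's mean inhibition across all tested compounds plus 3 SD, cut at about 9.5% in these data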;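 further: 0% = DMSO only and 100% = 100 µM cantharidin control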
procasp3 activ: procaspase-3 (human) activation; P42574; 330,000 tested, 0.11% active; AID 463141; recombinant procaspase-3 D3A, Ac-DEVD-pNA absorbance 405 nm; activation, % at 8.5 µM;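 active means activation above the mean of all tested compounds plus 3 SD, cut at about 21% in these data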;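 further: 0% = DMSO alone and 100% = DMSO wells spiked with extra 5 µM PC-3 D3A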
Target sequence (P42574 whole entry D9A/D28A/D175A): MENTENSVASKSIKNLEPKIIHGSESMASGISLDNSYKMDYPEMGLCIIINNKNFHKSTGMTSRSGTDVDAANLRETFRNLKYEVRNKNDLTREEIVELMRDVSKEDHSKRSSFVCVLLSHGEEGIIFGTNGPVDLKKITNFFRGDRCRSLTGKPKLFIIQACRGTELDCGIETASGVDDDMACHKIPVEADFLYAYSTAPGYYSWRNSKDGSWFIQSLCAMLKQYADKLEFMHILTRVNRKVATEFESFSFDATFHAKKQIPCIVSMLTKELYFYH
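Technique: 405 nm absorbance of p-nitroaniline, reads at 0 and 120 min; Test system: Procaspase-3 D3A mutant; Incubation: 1 h enzyme-compound preincubation, then 2 h substrate reaction, 25 °C; Repeats: singlicate, each compound tested once; Benchmarks: low control DMSO wells, high control DMSO plus 5 µM PC-3 D3A.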
PP1 counter: counter-screen for PP5 inhibitors: inhibitors of human PP1-alpha | inhibition, % at 6.7 µM | P62136 | 320,000 tested, 0.9% active | purified PP1alpha, OMFP fluorescence;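 active means inhibition above the mean inhibition of all tested compounds plus 3 SD, computed separately for each screening campaign, cut at about 15% in these data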
Target sequence (P62136 whole entry, looked up): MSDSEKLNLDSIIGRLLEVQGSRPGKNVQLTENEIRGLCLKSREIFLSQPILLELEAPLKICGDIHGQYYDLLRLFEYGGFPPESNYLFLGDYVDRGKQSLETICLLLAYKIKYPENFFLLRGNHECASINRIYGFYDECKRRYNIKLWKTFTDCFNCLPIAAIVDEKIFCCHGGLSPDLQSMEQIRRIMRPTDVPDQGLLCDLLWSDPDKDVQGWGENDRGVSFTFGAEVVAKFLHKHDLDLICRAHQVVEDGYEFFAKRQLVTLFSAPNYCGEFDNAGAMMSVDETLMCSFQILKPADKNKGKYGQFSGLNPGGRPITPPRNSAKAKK
procasp7 counter: activates human procaspase-7, counter-screen for procaspase-3 activators. P55210. recombinant procaspase-7, Ac-DEVD-pNA absorbance 405 nm; D23A/D198A/D206A triple mutant, cannot self-cleave; scale: DMSO 0, 5 µM enzyme 100. activation, % at 8.5 µM. 330,000 tested, 0.093% active. AID 463210;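 active means percent activation above the screen-wide mean plus 3 SD, cut at about 25% in these data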
Target sequence (P55210 whole entry D23A/D198A/D206A): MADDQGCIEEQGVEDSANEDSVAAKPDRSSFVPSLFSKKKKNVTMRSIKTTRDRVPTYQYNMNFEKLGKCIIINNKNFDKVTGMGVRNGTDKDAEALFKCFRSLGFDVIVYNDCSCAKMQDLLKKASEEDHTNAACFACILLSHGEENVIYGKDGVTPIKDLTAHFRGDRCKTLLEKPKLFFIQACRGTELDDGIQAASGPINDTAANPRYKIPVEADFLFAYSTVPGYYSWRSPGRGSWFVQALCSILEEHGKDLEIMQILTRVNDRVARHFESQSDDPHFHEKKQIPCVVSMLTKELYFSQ
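Assay system: Uncleavable procaspase-7 mutant enzyme | Input: 2 µM procaspase-7 mutant as dispensed | Timing: 1 h compound preincubation, 2 h substrate cleavage, 25 °C | Repeats: One well per compound | Control set: DMSO wells as 0%, DMSO with 5 µM added PC-7 as 100% | Technique: Epi-absorbance of released pNA at 405 nm, two timepoints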
JMJD2C inh: inhibitors of human GASC-1 (JMJD2C) demethylase. Q9H3R0. GST-JMJD2C(1-420) H3K9me3 demethylation, DELFIA europium. inhibition, % at 2.35 µM. 330,000 tested, 0.069% active. AID 2099;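 active means more than half of a compound's replicate wells show inhibition beyond 50%, single wells judged on their own value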;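 further: signal counts dimethyl H3K9 product captured on neutravidin plate; 0% = median of DMSO wells and 100% = 0.3 times that DMSO median; strong numbers were not always called active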
* = called active by the depositor; i = inactive; x = no result given; & = joins results of further samples.

SMILES	VLA-4 inh	CTSL1 counter	GRK2 inh	HCV core dimer	PP5 inh	procasp3 activ	PP1 counter	procasp7 counter	JMJD2C inh
O=C(CN(Cc1ccc(F)cc1)C(=O)CNS(=O)(=O)c1ccc(Cl)cc1)NCC1CCCO1 (stereo not drawn)	-1	0	0	-5	2.4	-5	-1	6	3
Cc1ccc(C(=O)OC2CCS(=O)(=O)c3sccc32)cc1 (stereo not drawn)	0	2	4	-6	0.2	2	2	7	-12
COc1ccc(C(=O)NCC(C)NC(=O)c2ccc(OC)c(Br)c2)cc1Br (stereo not drawn)	2	-3	1	-3	1.1	0	2	-1	-4
CCc1nnc(NS(=O)(=O)c2ccc(N=Cc3c(C)[nH]n(-c4ccc(Cl)cc4)c3=O)cc2)s1	-9	-5	1	1	4.1	0	0	3	-1
Cc1ccc(NC(=O)N2CCCC2C(=O)NCc2ccc3c(c2)OCO3)cc1 (stereo not drawn)	10	-2	2	-6	3.3	-1	1	0	-11
Cc1ccc2nc(-c3ccncc3)cc(C(=O)Nc3ccncc3)c2c1	2	2	0	9	1.1	3	0	3	9
O=C1CCCN2N=C(SCC(=O)Nc3cccc(F)c3)SC2=N1	6	-2	0	12	-0.8	-3	0	1	0
Cc1nc2nc(C)c(CCC(=O)N3CCOCC3)c(C)n2n1	1	-2	0	1	0.9	3	-8	3	i
Nc1nonc1C(=Nc1ccc(Br)cc1)NO	2	-2	0	4	0.1	-3	1	14	23
CCc1nc(N2CCN(CC(=O)NCC3CCCO3)CC2)c(C#N)c2c1COC(C)(C)C2 (stereo not drawn)	5	1	1	2	-0.8	0	2	-1	3
CS(=O)(=O)c1cnc2c(-c3ccc(F)cc3)cnn2c1N	3	2	0	-7	1.6	-5	-1	9	-8
O=C(Nc1ccc2c(c1)OCO2)C1CC(c2ccccc2O)=NO1 (stereo not drawn)	0	-6	x	9	1.4	-3	12	-8	4
Cc1ccccc1C(=O)NC(=S)Nc1ccccc1N1CCCC1	-5	11	0	3	1.7	2	0	-3	-10
CCN(c1ccccc1)S(=O)(=O)c1ccc(C(=O)Nc2cc(C)ccn2)cc1	9	x	0	x	3.0	7	-2	6	-1
CCCc1nc2c([nH]1)C(c1cccnc1)C(C#N)=C(N)O2 (stereo not drawn)	-6	0	0	4	-0.7	1	-3	-2	-8
COc1ccccc1NC(=O)CN1CCN(C(=O)c2ccco2)CC1	9	0	4	3	-0.1	2	3	8	15
CC(=O)N1CCN(C(=S)c2ccc([N+](=O)[O-])cc2)CC1	16	-2	0	-1	-0.6	-16	3	-18	-7
CC(=O)N1CCCc2cc(S(=O)(=O)N3CCCC(C(=O)N4CCN(c5cc(C)ccc5C)CC4)C3)ccc21 (stereo not drawn)	-3	3	0	18	1.1	6	1	5	6
O=C(CSc1ccccc1C(=O)O)NC1CCCCCCC1	12	0	0	-10	1.5	-2	-1	4	3
O=C(Cn1cc2c(n1)CCCC2)NC1CCCCCC1	18	1	1	1	-1.1	6	-1	7	-1
CC(NC(=O)Nc1ccccc1)C(c1ccccc1)N1CCOCC1 (stereo not drawn)	10	-4	2	6	0.1	-6	-2	-1	3
Cc1ccccc1C(=O)Nc1nnc(-c2ccco2)s1	-6	4	0	-2	2.4	-6	-2	10	-26
CCC(C)NC(=O)C1CCN(c2nc(OC)nc(OC)n2)CC1 (stereo not drawn)	1	3	0	-1	1.9	2	-6	8	-4
CCN(CC)C(=O)[C@H]1CC(CC(=O)NCCCn2ccnc2)C(=O)N2CCc3c([nH]c4ccccc34)[C@]12C (stereo partly drawn)	14	x	0	x	x	-1	x	9	1
Cc1nn(CC(N)=O)c(=O)c2ccccc12	7	-2	0	-2	0.8	0	-2	5	-25
O=C(COC(=O)C1CCN(S(=O)(=O)c2ccc3c(c2)OCCO3)CC1)NC1CCS(=O)(=O)C1 (stereo not drawn)	25	-4	2	5	-0.8	-9	-3	4	2
CN(C(=O)CSc1nncn1C)C1CCCN(Cc2ccccc2F)C1 (stereo not drawn)	6	-1	0	-2	0.3	-1	-3	1	8
COc1cccc(C2(O)CCN(C(=O)c3cccs3)CC2)c1	-1	0	0	3	-2.7	5	1	-7	-8
COc1ccc(-n2c(COc3ccc(C)cc3)nnc2SCc2ccc(C#N)cc2)cc1	10	1	0	10	3.0	4	3	9	3
O=c1c2sccc2nc(SCc2cc(=O)n3cc(Cl)ccc3n2)n1-c1ccc(F)cc1	0	1	3	3	-1.0	7	-6	2	1
COc1ccc(CNc2nc3ccccc3n2CCN2CCCCC2)cc1	-13	-3	0	1	-0.9	4	-2	-4	-7
CSCCC(NC(=O)c1ccccc1Br)C(=O)N1CCCCCCC1 (stereo not drawn)	6	-1	0	-1	3.9	1	2	1	-4
COc1ccc(OC(=O)c2ccncc2)cc1	-3	-4	2	-6	0.8	-3	1	1	-3
CCOC(=O)C1CCCN(S(=O)(=O)c2ccc3c(c2)N(C(C)=O)CCO3)C1 (stereo not drawn)	21	-4	0	7	-0.8	0	2	1	2
CC1CCCN(C(=S)NC2CCCC2)C1 (stereo not drawn)	4	-2	2	-5	-0.2	3	-3	0	-3
O=C(N/N=C/c1ccc(O)cc1O)C(=O)N/N=C/c1ccc(O)cc1O	-8	8	2	-8	-3.0	-1	53*	-1	-18
Cc1ccc(C(CNC(=O)c2ccc(Br)o2)N2CCN(C)CC2)cc1 (stereo not drawn)	4	-3	0	-3	-0.1	3	0	5	5
COc1ccc(/C=N/NC(=O)Cn2cnc3ccccc3c2=O)cc1OC	16	-1	0	-4	0.6	1	-3	6	4
COc1ccc(-c2nnn(CC(=O)N(C3CCCC3)C(C)C(=O)NC3CCCC3)n2)cc1OC (stereo not drawn)	-4	-1	0	0	-0.1	1	3	-2	8&3
Cn1c2c(c3ccccc31)CCN=C2c1ccccc1	x	1	x	9	1.1	0	0	2	7
CCc1nnc(NC(=O)c2cc(OC)c(OC)cc2[N+](=O)[O-])s1	-5	2	2	3	-2.1	-1	3	-8	-47
O=C(CSc1ccccc1C(=O)N1CCN(c2ccc([N+](=O)[O-])cc2)CC1)N1CCCC1	0	x	0	x	x	-3	x	-2	-2
COc1ccc(N(CC(O)CN2C(=O)NC(C)(C)C2=O)S(=O)(=O)c2ccccc2)cc1 (stereo not drawn)	-11	-2	0	-3	2.1	-7	-7	7	6
COc1cc(OC)cc(C(=O)NC(C)c2cnn(-c3ccccc3C)c2C)c1 (stereo not drawn)	1	-4	2	6	0.5	4	1	6	1
O=C(NCc1ccc(Cl)cc1)N1CCN(Cc2ccccc2)CC1	21	-1	2	-3	-1.6	9	-3	-4	26
CCc1ccc(NC(=O)C2CCCN2C(=O)NC2CCCCC2)cc1 (stereo not drawn)	5	-3	2	8	2.0	6	-6	6	7
O=C(Nc1ccccc1N1CCCCC1)c1cccc(F)c1	6	4	0	3	4.2	1	2	13	39
Cc1cc(N2CCOCC2)nc(NCc2ccccc2)n1	26	-3	0	-6	2.6	4	2	6	5
O=C(NCCN1CCN(c2ccccc2)CC1)Nc1ccc(Cl)cc1	3	-2	0	-12	-0.9	10	0	7	0
COc1ccccc1N1CCN(/N=C/c2cccc(OC)c2O)CC1	10	5	2	4	1.2	3	-1	2	-2
Cc1ccc(C=Nc2cc([N+](=O)[O-])ccc2C)s1	-4	2	1	-6	3.7	5	-1	10	-4
Cn1c(=O)c2c(ncn2CC(=O)Nc2nc3ccc(F)cc3s2)n(C)c1=O	15	2	0	-1	0.2	-9	0	3	2
COc1ccc(OC)c(C2=NS(=O)(=O)N(C)C(C(=O)NCc3ccco3)=C2)c1	9	1	3	-3	3.6	5	-5	-6	-18
COc1ccc2oc(C(=O)OCC(=O)N(C)C3CCS(=O)(=O)C3)c(C)c2c1 (stereo not drawn)	6	1	5	2	0.8	-7	-3	3	3
CC(C)[C@H](NC(=O)c1ccccc1)C(=O)OCC(=O)N1CC2(C)CC1CC(C)(C)C2 (stereo partly drawn)	-19	-5	0	-2	-0.2	10	-3	7	4

Shown bar-delimited: part of the list above
Compound | VLA-4 inh | CTSL1 counter | GRK2 inh | HCV core dimer | PP5 inh | procasp3 activ | PP1 counter | procasp7 counter | JMJD2C inh
COc1ccc(N(CC(O)CN2C(=O)NC(C)(C)C2=O)S(=O)(=O)c2ccccc2)cc1 (stereo not drawn) | -11 | -2 | 0 | -3 | 2.1 | -7 | -7 | 7 | 6
COc1cc(OC)cc(C(=O)NC(C)c2cnn(-c3ccccc3C)c2C)c1 (stereo not drawn) | 1 | -4 | 2 | 6 | 0.5 | 4 | 1 | 6 | 1
O=C(NCc1ccc(Cl)cc1)N1CCN(Cc2ccccc2)CC1 | 21 | -1 | 2 | -3 | -1.6 | 9 | -3 | -4 | 26
CCc1ccc(NC(=O)C2CCCN2C(=O)NC2CCCCC2)cc1 (stereo not drawn) | 5 | -3 | 2 | 8 | 2.0 | 6 | -6 | 6 | 7

Entries of single compounds as entered above. Order of values: VLA-4 inh, CTSL1 counter, GRK2 inh, HCV core dimer, PP5 inh, procasp3 activ, PP1 counter, procasp7 counter, JMJD2C inh
Record of O=C(Nc1ccccc1N1CCCCC1)c1cccc(F)c1 : 6, 4, 0, 3, 4.2, 1, 2, 13, 39
Record of O=C(CSc1ccccc1C(=O)N1CCN(c2ccc([N+](=O)[O-])cc2)CC1)N1CCCC1 : 0, x, 0, x, x, -3, x, -2, -2
Record of O=C(NCCN1CCN(c2ccccc2)CC1)Nc1ccc(Cl)cc1 : 3, -2, 0, -12, -0.9, 10, 0, 7, 0
Record of COc1ccc(OC)c(C2=NS(=O)(=O)N(C)C(C(=O)NCc3ccco3)=C2)c1 : 9, 1, 3, -3, 3.6, 5, -5, -6, -18
Record of O=C(NCc1ccc(Cl)cc1)N1CCN(Cc2ccccc2)CC1 : 21, -1, 2, -3, -1.6, 9, -3, -4, 26

Compound activity (PubChem BioAssay)
